PrPC TRFRET = inhibitors of human cell surface prion protein PrPC, primary screen, cell-based, TR-FRET; Major prion protein (Homo sapiens), P04156; TR-FRET read-out; inhibition, % at 13.8 µM; actives 0.43% (n = 370,000); AID 720596, 2013; in the data active = inhibition above about 24%; note: 0% = median of the test wells and 100% = reference compound wells
CCHF vOTU inh = CCHFV vOTU protease inhibitors, primary screen, biochemical, Pep-AMC substrate, fluorescence | Crimean-Congo hemorrhagic fever virus L polyprotein viral ovarian tumor (vOTU) protease … | inhibition, % at 11.5 µM | actives 0.55% (n = 370,000) | AID 651958, 2012; in the data active = inhibition above about 30%; note: 0% = vehicle wells with enzyme and 100% = no enzyme wells
Active calls of the source: *. Only part of the results is shown; count on the stated rates, not on these rows.

SMILES | PrPC TRFRET | CCHF vOTU inh
COc1ccc(C2=Nn3c(nnc3C3CCCCC3)SC2)cc1 | 14.7 | 6.7
CN(CCCOC(=O)c1cccs1)C1CN(Cc2cn(Cc3ccccc3Cl)nn2)S(=O)(=O)C1 (stereo unspecified) | -7.1 | -8.7
CC(C)CN1C(=O)C[C@]2(C(=O)N(C)c3ccc(NS(=O)(=O)C4CC4)cc32)C1c1ccccc1 (stereo partly specified) | -0.8 | 11.6
O=C(Nc1ccc(Br)cc1)OC1CC2CC1[C@H]1CCCCN1[C@H]2Cc1ccccc1 (stereo partly specified) | 3.3 | 3.8
COC(=O)C[C@@H]1CC[C@H]2[C@H](COc3ccc(NC(=O)C4CCC4)cc3C(=O)N2C)O1 | -1.5 | -1.8
COc1ccc2ccccc2c1C=Nn1c(-c2n[nH]c3c2CCC3)n[nH]c1=S | 5.9 | 16.2
O=C(Nc1ccccc1)Nc1c(-c2ccc(F)cc2)nc2ncccn12 | -1.6 | -13.0
CCC(=O)Nc1cccc(NC(C)=O)c1 | -4.0 | -9.5
COc1cc(C=NN2CCN(C(c3ccccc3)c3ccccc3)CC2)cc(OC)c1OC(C)=O | -0.2 | 0.8
CN1CCCN(C(=O)C2CCN(c3ncnc4c3sc3cccc(F)c34)CC2)CC1 | -4.4 | -2.2
C[C@H]1COc2cccc(N3CCCC3)c2S(=O)(=O)N1C | -3.8 | 2.4
CCOC(=O)[C@]12CCCC=C1N(Cc1ccc(OC)cc1)C(=O)[C@@H]2CC(=O)NCCCN1CCCC1=O | -7.9 | -4.3
CN(Cc1ccccc1)C(=O)OCc1cn(Cc2cccc(Cl)c2)nn1 | -5.6 | 13.1
CCCCC(=O)N1CCC(NS(=O)(=O)c2ccc3c(c2)CCN3C(C)=O)CC1 | 4.4 | 12.5
CN(C)[C@H]1CCN(c2cccc3c2S(=O)(=O)N2CC[C@H](C2)O3)C1 | 2.9 | -3.8
O=S1(=O)c2ccc(N3CC[C@H](O)C3)cc2O[C@@H]2CCN1C2 | 1.4 | 0.1
COC(=O)[C@]12C[C@H](CC(=O)N3CCSCC3)C(=O)N(Cc3ccc(Cl)cc3Cl)C1=C[C@H](C1CCCC1)O[C@@H]2C | -1.1 | 10.7
Cc1ccc(-c2nnc(SCC(=O)Nc3ccc4c(c3)OCCO4)n2-c2ccc(Cl)cc2)cc1 | 8.7 | 20.7
COc1cccc(CO[C@H]2C=C[C@@H](c3ccccc3)O[C@@H]2CO)c1 | -1.1 | 0.3
C=CCN1C(=O)[C@H](CC(=O)NCc2ccccc2)[C@@]2(C(=O)OCC)CCCC=C12 | -1.3 | -2.9
COC(=O)c1ccc(S(=O)(=O)N2CCC(NC(=O)COc3ccc(F)cc3)CC2)cc1 | -5.4 | 0.4
C#CCNC(=O)C[C@@H]1C(=O)N(Cc2ccc(OC)cc2)/C2=C/CCCCC[C@@]21C(=O)OCC | -7.1 | 3.3
CCCCNS(=O)(=O)CC1NCCc2ccccc21 (stereo unspecified) | 1.4 | -4.9
CC(C)(C)OC(=O)NCc1ccccc1/C=C/S(=O)(=O)NCCc1ccccc1 | 0.1 | 10.5
COc1ccc(CCNC(=O)c2cnn(-c3ccccc3)c2N)cc1OC | 2.5 | 4.2

Some of the entries so far, with each value named.
CN(C)[C@H]1CCN(c2cccc3c2S(=O)(=O)N2CC[C@H](C2)O3)C1
  PrPC TRFRET = 2.9	CCHF vOTU inh = -3.8
O=S1(=O)c2ccc(N3CC[C@H](O)C3)cc2O[C@@H]2CCN1C2
  PrPC TRFRET = 1.4	CCHF vOTU inh = 0.1

The main list resumes; the four compounds before the break are reprinted first.
SMILES | PrPC TRFRET | CCHF vOTU inh
C#CCNC(=O)C[C@@H]1C(=O)N(Cc2ccc(OC)cc2)/C2=C/CCCCC[C@@]21C(=O)OCC | -7.1 | 3.3
CCCCNS(=O)(=O)CC1NCCc2ccccc21 (stereo unspecified) | 1.4 | -4.9
CC(C)(C)OC(=O)NCc1ccccc1/C=C/S(=O)(=O)NCCc1ccccc1 | 0.1 | 10.5
COc1ccc(CCNC(=O)c2cnn(-c3ccccc3)c2N)cc1OC | 2.5 | 4.2
CCCCCCN1CCS(=O)(=O)N(Cc2ccc(C(F)(F)F)cc2)C(C(=O)OC)C1 (stereo unspecified) | 0.7 | 27.6
Cc1cc(N2CCN(C(=O)Oc3ccc(-c4ccccc4)cc3)CC2)c2ccccc2n1 | -6.6 | 4.5
COC(=O)[C@]12C[C@H](CC(=O)NCCCN3CCCC3=O)C(=O)N(CCc3ccc(OC)c(OC)c3)C1=C[C@H](C(C)(C)C)O[C@@H]2C | 11.0 | 6.5
COC(=O)[C@]12C[C@H](CC(=O)NCCCN3CCCC3=O)C(=O)N(Cc3ccco3)C1=C[C@H](C(C)C)O[C@@H]2C1CC1 | -4.0 | 0.1
C=CCN1C(=O)[C@@H](CC(=O)NCc2ccccc2)[C@]2(C(=O)OCC)CCCCC/C=C/12 | -3.7 | 4.5
CN(C)c1ccc(C(=O)NC2CCCCN(Cc3cccc(Cl)c3)C2=O)cc1 (stereo unspecified) | 3.5 | 2.7
COC(=O)c1cc(S(=O)(=O)N2CCN(c3cccc(C(F)(F)F)c3)CC2)cn1C | -3.5 | 4.7
COC(=O)[C@H]1C[C@@]2(n3ccc4ccccc43)c3ccccc3N[C@H]2N1 | 1.7 | 0.3
CC(C)C[C@@H]1COc2cc(Br)ccc2S(=O)(=O)N1Cc1cn(Cc2ccc(Cl)cc2)nn1 | 7.4 | -7.4
Clc1ccc(-n2c(SCc3cccc4ccccc34)nnc2-c2ccccc2)cc1 | 8.8 | 7.3
Cc1cc(NS(=O)(=O)c2ccc(NC(=O)CSc3nc4sc(C)c(C)c4c(=O)n3Cc3ccco3)cc2)nc(C)n1 | -2.1 | 5.2
O=C(NCCC1=CCCCC1)C1CCN(S(=O)(=O)c2ccc(Cl)s2)CC1 | 4.0 | 7.0
C=CCNC(=O)Nc1ccc2c(c1)[C@@]1(CC(=O)N(CC(C)C)C1c1ccccc1)C(=O)N2C (stereo partly specified) | 1.1 | 2.1
CCOC(=O)C1(Cc2ccccc2)CCN(Cc2ccc(C)cc2)CC1 | 2.9 | 4.4
COC(=O)[C@H](C(C)C)N1CCc2nnn(Cc3ccc(C)cc3)c2-c2ccccc2S1(=O)=O | 5.7 | 3.9
CCOC(=O)[C@]12CCCC3=C1N(CCC3)C(=O)[C@@H](CC(=O)NCCCOC)C2 | 14.4 | 0.9
CSc1ccc(C=NNC(=O)c2cc(-c3ccc(Cl)cc3)n[nH]2)cc1 | -0.1 | -7.3
O=C(C1CCN(S(=O)(=O)c2ccc3[nH]c(=O)oc3c2)CC1)N1CCCN(Cc2ccccc2)CC1 | -7.2 | -7.5
C=CCN1C(=O)[C@@H](CC(=O)NCCC(C)C)[C@]2(C(=O)OCC)CCCCC/C=C/12 | -4.7 | 1.7
O=C(CSc1nc2ccccc2nc1N1CCCCC1)N1CCN(S(=O)(=O)c2cc(Cl)ccc2Cl)CC1 | 0.5 | 3.6
CC(C)(C)C(=O)NC1CCCCN(Cc2ccc(Cl)cc2)C1=O (stereo unspecified) | 9.0 | 2.2
C[C@H]1COc2cccc(F)c2S(=O)(=O)N1C | -6.3 | -2.1
O=C(NCc1ccccc1)OCCN1C(=O)CCC12CCCCC2 | 1.3 | 5.1
COCCCN1C(=O)[C@H](CC(=O)NCc2ccccc2)[C@]2(C(=O)OC)CCCCC=C12 | 5.5 | 5.7
Cc1occc1-c1nnc(SCC(=O)Nc2ccncc2)n1-c1ccccc1 | -10.3 | 2.9
Continued.
SMILES | PrPC TRFRET | CCHF vOTU inh
COc1ccc(S[C@]2(C(=O)NC3CC3)CC(=O)N[C@@H]2c2ccc(OC)cc2)cc1 | -3.6 | 4.5
CCC(Sc1nc(N)cc(=O)[nH]1)C(=O)NC(C(=O)OC)c1ccccc1 (stereo unspecified) | 2.3 | -8.3
Cn1cccc1C(=O)N1CCN(S(=O)(=O)c2ccccc2F)CC1 | -1.3 | -5.2
C[C@@H]1COc2cc(Br)ccc2S(=O)(=O)N1Cc1cn(Cc2ccc(Br)cc2)nn1 | 0.6 | -4.0
O=C(OC12CCCN(C1)/C(=C/c1cccc(Cl)c1)C2)c1ccccc1 (stereo unspecified) | 2.2 | 2.4
CC(C)=CCC/C(C)=C/CNCC(=O)N1c2ccccc2[C@]2(c3ccccc3)C[C@@H]3C(=O)N(C/C=C(\C)CCC=C(C)C)CC(=O)N3[C@H]12 | -0.9 | 17.9
CCSc1nnc(NC(=O)CSc2nccn2-c2cccc(C)c2C)s1 | 4.8 | 12.1
CCn1c(SCC(=O)Nc2ccc(S(=O)(=O)Nc3cc(C)nc(C)n3)cc2)nc2sc(C)c(C)c2c1=O | -2.6 | 8.3
O=C(N[C@@H]1CC[C@H]2SC[C@H](C(=O)O)N2C1=O)OCC1c2ccccc2-c2ccccc21 | -4.1 | 11.8
CCOC(=O)N1CCN(C(=O)C[C@@H]2C[C@]3(C(=O)OCC)CCC4=C3N(CCC4)C2=O)CC1 | 1.2 | -8.4
COC(=O)C1CN(Cc2ccccc2)CCS(=O)(=O)N1Cc1cn(Cc2ccc(Cl)cc2)nn1 (stereo unspecified) | 8.4 | 3.0
CC(C)N1CCCCC(NC(=O)Cc2ccccc2)C1=O (stereo unspecified) | 9.1 | 14.0
CN1CC=C(c2ccccc2)N(c2ccc(Cl)cc2)C1=O | 12.9 | 2.2
Cn1c(=O)c2cc(S(=O)(=O)N3CCN(CCO)CC3)ccc2n(C)c1=O | 1.6 | -1.6
CC(=O)c1cc(-c2ccccc2)c(=O)n2c1CCC2 | -3.7 | -0.6
CCN(Cc1cn(Cc2ccccc2)nn1)S(=O)(=O)c1ccccc1Br | 3.2 | -5.5
NC(=O)Cc1cccc(C(=O)c2ccccc2)c1N | -5.3 | 8.1
C=CCN(CC#Cc1ccccc1)Cc1ccc(OC)cc1OC | -2.6 | 7.3
Nn1c(SCC(=O)N2c3ccccc3Sc3ccc(Cl)cc32)nnc1-c1n[nH]c2c1CCC2 | 3.3 | 5.4
COc1ccc(Cn2ccc3ccc(-c4ccc5ccn(Cc6ccccc6C)c5c4)cc32)cc1 | -7.7 | 4.0
CCOC(=O)[C@]12CCCC=C1N(CCCOC)C(=O)[C@@H]2CC(=O)N1CCCCC1 | -9.1 | -5.0
O=c1c2cc3cccnc3nc2ncn1CCc1c[nH]c2ccccc12 | -12.1 | -1.2
CCC(=O)N1CCc2cc(Br)c(S(=O)(=O)NCCCN(CC)Cc3ccccc3)cc21 | -10.0 | -3.3
CC(C)CCNC(=O)C1CCN(c2cncnc2)CC1 | -1.9 | -2.6
CN(CCO)c1cccc2c1S(=O)(=O)N(Cc1cn(Cc3ccc(F)cc3)nn1)Cc1ccccc1O2 | -0.4 | -9.3

Sorted by molecular weight (low to high): three of the compounds above
SMILES | PrPC TRFRET | CCHF vOTU inh
O=C(OC12CCCN(C1)/C(=C/c1cccc(Cl)c1)C2)c1ccccc1 (stereo unspecified) | 2.2 | 2.4
COc1ccc(S[C@]2(C(=O)NC3CC3)CC(=O)N[C@@H]2c2ccc(OC)cc2)cc1 | -3.6 | 4.5
CCN(Cc1cn(Cc2ccccc2)nn1)S(=O)(=O)c1ccccc1Br | 3.2 | -5.5

(listing goes on)
SMILES | PrPC TRFRET | CCHF vOTU inh
CCOC(=O)Cc1nc(N2CCN(Cc3cccc4c3OCO4)CC2)c2c(C)c(C(=O)OCC)sc2n1 | -1.9 | 2.6
CC1CCN(c2ccc(C(=O)O)cc2NS(=O)(=O)c2ccc(Br)s2)CC1 | 10.2 | 10.5
COc1ccc([C@@H]2C[C@H]3[C@@H](CN2)CON3C)cc1 | 4.6 | -2.3
COc1cccc(O[C@H]2C=C[C@@H](c3ccccc3)O[C@@H]2CO)c1 | 2.3 | 1.6
CC(C)C[C@H]1COc2cccc(F)c2S(=O)(=O)N1Cc1cn(CCC2OCCO2)nn1 | -3.7 | -9.0
Cc1ccccc1Cn1cc(COC(=O)NCCc2ccccc2)nn1 | -0.6 | 1.1
COc1ccc(/C=C2\CC3(OC(C)=O)CCCN2C3)cc1 (stereo unspecified) | -7.2 | -2.0
Nn1c(SCC(=O)Nc2ccc(C(=O)O)cc2)nnc1-c1ccco1 | 1.5 | -3.8
COCc1cn(-c2ccc3c(c2)[C@]2(CC(=O)N(C)C2c2ccccc2)C(=O)N3CC(C)C)nn1 (stereo partly specified) | 5.7 | -2.4
COC(=O)[C@]12C[C@H](CC(=O)NCc3ccccc3)C(=O)N(CCc3ccc(OC)c(OC)c3)C1=C[C@H](C1CCCC1)O[C@@H]2C | -5.2 | 7.7
Oc1ccc2[nH]cc(-c3cccs3)c2c1-c1ccccc1 | 0.7 | 3.4
O=C(NCCO)C1(C(=O)C2CC2)CC(c2ccccc2C(F)(F)F)=NO1 (stereo unspecified) | -1.0 | -5.6
COC(=O)[C@]12C[C@H](CC(=O)N3CCN(C(=O)c4ccco4)CC3)C(=O)N(Cc3ccco3)C1=C[C@H](COCc1ccccc1)O[C@@H]2C | -3.2 | 0.1
O=C(Nc1ccc(F)cc1)OCCN1C(=O)CCC12CCC(c1ccccc1)CC2 (stereo unspecified) | -6.3 | 1.5
C[C@H]1C2CC(OC(=O)Nc3ccc(C#N)cc3)C(C2)[C@H]2CCCCN21 (stereo partly specified) | -6.7 | 0.6
CN1CCCN(S(=O)(=O)c2ccc3c(c2)n(C)c(=O)c(=O)n3C)CC1 | 4.6 | -1.5
N#CCC[C@@H]1CC[C@]2(CCCN(S(=O)(=O)c3ccccc3)C2)O1 | 9.3 | 10.4
Cc1cc(C)cc(C(=O)OCCN(C)C2CN(Cc3cn(Cc4ccccc4F)nn3)S(=O)(=O)C2)c1 (stereo unspecified) | 3.7 | -0.8
CCN(CC)C(=O)CC[C@@H]1CC[C@]2(CCCN(S(C)(=O)=O)C2)O1 | -4.5 | -1.0
CC(=O)N1CCCN(C(=O)CN2C(=O)CC(C)(C)S(=O)(=O)c3ccccc32)CC1 | 6.3 | 2.3
COc1ccc(S[C@]2(C(=O)N(C)C)CC(=O)N(S(=O)(=O)c3ccc(F)cc3)[C@@H]2c2ccc(OC)cc2)cc1 | -8.7 | 5.8
COc1cccc(Cn2cc(COC(=O)NCCc3c[nH]c4ccccc34)nn2)c1 | 15.0 | 1.2
O=C1CC(N2CCOCC2)=NC(=O)N1c1ccc(Br)cc1 | -2.9 | -9.3
